From PubChem BioAssay
MITF TRPM1 inh = inhibitors of MITF-dependent TRPM1 promoter reporter, primary screen, cell-based, SK-MEL-5, single point, luciferase. inhibition, % at 12.5 µM. SK-MEL-5 TRPM1 promoter luciferase, 24 h. 330,000 compounds, 0.83% hits;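 active = mean inhibition across replicates of 60% or more, whatever share of single replicates reaches that level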; also: values of inactives mirror those of a sister screen read the other way
Shn3 3UTR inh = reduction of Shn3 3'UTR firefly luciferase signal, primary screen, Schnurri-3 inhibitor project, cell-based, Clone20 osteoblasts, set 2. Clone20 osteoblast Shn3 3'UTR firefly luciferase, 24 h. inhibition, % at 12.5 µM. 360,000 compounds, 0.52% hits;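 active = mean inhibition of at least 75% with every replicate also reaching 75%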;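 also: 0% = median of neutral control wells and 100% = pilot-screen positive control compound; some compounds past the cut are filed as inactive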
m5-HT2A agonist = mouse Htr2a agonists via beta-arrestin recruitment, primary screen, cell-based, luminescence. 5-hydroxytryptamine receptor 2A (Mus musculus), P35363. CHO-K1 mHTR2A beta-arrestin complementation; percent of 30 µM serotonin response. activation, % at 7.6 µM. 360,000 compounds, 0.66% hits. AID 624169, 2012;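 active = activation above a run cutoff, the mean activation of all tested compounds plus 3 SD, cut at about 14% in these data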;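 also: 0% = plate median of compound wells and 100% = 30 µM serotonin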
Target sequence (P35363 whole entry, looked up): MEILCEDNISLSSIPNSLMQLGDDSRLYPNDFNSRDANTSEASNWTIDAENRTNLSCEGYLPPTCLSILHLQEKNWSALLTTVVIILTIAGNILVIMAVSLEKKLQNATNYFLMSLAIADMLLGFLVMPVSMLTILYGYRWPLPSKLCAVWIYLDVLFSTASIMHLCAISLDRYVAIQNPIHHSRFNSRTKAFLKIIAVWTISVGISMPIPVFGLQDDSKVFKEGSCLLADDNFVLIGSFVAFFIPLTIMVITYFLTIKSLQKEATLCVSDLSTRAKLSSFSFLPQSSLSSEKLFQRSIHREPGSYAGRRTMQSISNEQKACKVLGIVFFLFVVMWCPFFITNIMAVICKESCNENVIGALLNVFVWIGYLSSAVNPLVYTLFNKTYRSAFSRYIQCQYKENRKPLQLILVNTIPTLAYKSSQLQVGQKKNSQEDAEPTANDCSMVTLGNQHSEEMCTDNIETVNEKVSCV
hiPSC survival = enhancers of single-cell hiPSC survival, primary screen, ATPlite luminescence. 100% = ROCK inhibitor wells, 0% = DMSO. survival enhancement, % at 20 µM. 360,000 compounds, 0.044% hits; in the data active = survival enhancement above about 18%;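 also: cells exposed to compounds for 16 hours before the ATP read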
NR2E3 ag-1 = NR2E3 agonists in two-hybrid cells, primary screen, cell-based, luminescence, CHO-S, Gal4-NCOR/VP16-NR2E3; inhibition of corepressor binding, % at 3.98 µM; luciferase; AID 602229, 2012; 360,000 compounds, 0.35% hits;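 active = inhibition above the mean of all tested compounds plus 3 SD, cut at about 70% in these data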;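 also: 0% = DMSO with NR2E3 transfected cells and 100% = cells lacking NR2E3 construct; higher means lower luciferase signal from less NR2E3 corepressor binding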
Cardio protect = cardioprotection against H2O2-induced cell death, primary screen, uHTS, H9c2 cells, ATPLite luminescence; H9c2 cardiomyocytes, H2O2 injury protection, 2 h; protection from H2O2 cell death, % at 20 µM; 360,000 compounds, 0.63% hits;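 active = compounds giving at least 50% protection of heart cells from peroxide-induced death in the single-dose screen, raw or plate-pattern-corrected value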;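 also: 0% = DMSO wells with peroxide and 100% = DMSO wells without peroxide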
CaV13 FRET inh = Primary screen for inhibitors of IQ motif and Ca2+-dependent inactivation inhibitor domain binding in CACNA1D, Förster resonance energy transfer in living cells, …; HEK cells, CFP/YFP FRET ICDI-IQ, plate reader, 10 min; percent FRET-ratio fall versus neutral wells; inhibition, % at 12.3 µM; 340,000 compounds, 0.098% hits;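 active = mean replicate inhibition of at least 30% and at least 1% of replicates passing that level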;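 also: 0% = median of the neutral control wells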
Peg3 prom inh = Peg3 promoter-driven luciferase inhibitors, primary screen, cell-based, HeLa, luciferase luminescence; HeLa PEG-Prom luciferase reporter, overnight; inhibition, % at 20 µM; 360,000 compounds, 1.7% hits;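 active = inhibition of at least 50% at 20 µM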
PDI inh = inhibitors of human PDI, primary screen, biochemical, turbidity, single point, plate reader; Protein disulfide-isomerase (Homo sapiens), P07237; PDI insulin aggregation turbidity, A650, 90 min; inhibition, % at 10 µM; 350,000 compounds, 0.052% hits; AID 588391, 2011;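 active = mean inhibition across replicates of 30% or more, whatever share of single replicates reach that level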;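 also: absorbance from insulin aggregation driven by PDI reduction with DTT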
Target sequence (P07237 whole entry, looked up): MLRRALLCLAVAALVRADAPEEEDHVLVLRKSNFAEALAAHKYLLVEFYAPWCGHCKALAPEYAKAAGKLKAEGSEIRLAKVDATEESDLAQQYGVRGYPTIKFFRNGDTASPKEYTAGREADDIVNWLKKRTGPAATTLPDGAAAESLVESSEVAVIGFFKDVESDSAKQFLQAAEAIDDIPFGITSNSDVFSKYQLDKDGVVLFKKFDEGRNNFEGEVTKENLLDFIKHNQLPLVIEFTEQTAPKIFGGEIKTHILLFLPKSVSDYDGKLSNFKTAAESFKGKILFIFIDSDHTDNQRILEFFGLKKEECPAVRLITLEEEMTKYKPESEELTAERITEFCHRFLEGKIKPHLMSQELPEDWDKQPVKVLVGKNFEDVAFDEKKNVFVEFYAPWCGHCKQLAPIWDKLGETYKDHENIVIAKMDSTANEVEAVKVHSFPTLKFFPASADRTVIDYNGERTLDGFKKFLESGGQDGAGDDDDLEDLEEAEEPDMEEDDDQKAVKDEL
HIF-2a block = HIF-2a reporter inhibitors, primary screen, luminescence, 786-0 RCC cells; 786-0 RCC cells HIF-2a reporter, luciferase luminescence, overnight; inhibition, % at 18.8 µM; 360,000 compounds, 0.72% hits; AID 624352, 2012;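 active = inhibition of the luminescence signal of 40% or more relative to plate controls, in a single-dose primary screen at 18.75 µM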
NR2E3 ag-2 = inhibitors of NR2E3-RetCOR corepressor binding, primary screen, NR2E3 agonist project, biochemical, TR-FRET, GST-NR2E3, biotin-RetCOR. 320,000 compounds, 0.12% hits. 1536-well. inhibition of corepressor binding, % at 4.78 µM. AID 2300, 2010;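 active = percent inhibition above the cutoff of mean plus 3 SD of all tested compounds, set per screening campaign, cut at about 20% in these data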;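 also: 0% = DMSO wells and 100% = biotin wells as full block of FRET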
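system = GST-tagged NR2E3 plus biotinylated RetCOR corepressor | input = 1.35 nM GST-NR2E3 | also added = 7 nM biotin-RetCOR | schedule = 5 h incubation at 4 °C | measured by = TR-FRET with europium anti-GST and streptavidin-D2, 340 nm excitation | read-out = percent loss of FRET ratio relative to control wells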
Starred values were filed as active, the others as inactive.

A first look:
Screening CC(c1ccccc1)C(OC(=O)c1cccc([N+](=O)[O-])c1C(=O)O)c1ccccc1 (stereo not drawn) returned MITF TRPM1 inh 2, Shn3 3UTR inh -34, m5-HT2A agonist -2, hiPSC survival -1.2, NR2E3 ag-1 2, Cardio protect 3, CaV13 FRET inh -11, Peg3 prom inh 8, PDI inh -7 and HIF-2a block 6.
Screening COc1cccc(CN2C(=NC(=O)C3CCCO3)SC3CS(=O)(=O)CC32)c1 (stereo not drawn) returned Shn3 3UTR inh -7, m5-HT2A agonist 1, hiPSC survival -1.7, NR2E3 ag-1 6, Cardio protect 0, CaV13 FRET inh -10, Peg3 prom inh 3, PDI inh 15 and HIF-2a block 4.
C[C@H]1CN([C@@H](C)CO)C(=O)Cc2cc(NS(=O)(=O)c3cccs3)ccc2O[C@H]1CN(C)S(=O)(=O)c1cn(C)cn1 was read as MITF TRPM1 inh 1, Shn3 3UTR inh 15, m5-HT2A agonist 1, hiPSC survival -1.7, NR2E3 ag-1 -5, Cardio protect 4, CaV13 FRET inh -11, Peg3 prom inh 5, PDI inh -10 and HIF-2a block 6.
For Cc1cccc(NCc2nnc(-c3ccccc3)o2)c1C the results were MITF TRPM1 inh -13, Shn3 3UTR inh 12, m5-HT2A agonist -4, hiPSC survival -0.4, NR2E3 ag-1 -33, Cardio protect -10, CaV13 FRET inh -3, Peg3 prom inh -63, PDI inh 9, HIF-2a block -102 and NR2E3 ag-2 -2.

Results, repeating the preview:
Screening CC(c1ccccc1)C(OC(=O)c1cccc([N+](=O)[O-])c1C(=O)O)c1ccccc1 (stereo not drawn) returned MITF TRPM1 inh 2, Shn3 3UTR inh -34, m5-HT2A agonist -2, hiPSC survival -1.2, NR2E3 ag-1 2, Cardio protect 3, CaV13 FRET inh -11, Peg3 prom inh 8, PDI inh -7 and HIF-2a block 6.
Screening COc1cccc(CN2C(=NC(=O)C3CCCO3)SC3CS(=O)(=O)CC32)c1 (stereo not drawn) returned Shn3 3UTR inh -7, m5-HT2A agonist 1, hiPSC survival -1.7, NR2E3 ag-1 6, Cardio protect 0, CaV13 FRET inh -10, Peg3 prom inh 3, PDI inh 15 and HIF-2a block 4.
C[C@H]1CN([C@@H](C)CO)C(=O)Cc2cc(NS(=O)(=O)c3cccs3)ccc2O[C@H]1CN(C)S(=O)(=O)c1cn(C)cn1 was read as MITF TRPM1 inh 1, Shn3 3UTR inh 15, m5-HT2A agonist 1, hiPSC survival -1.7, NR2E3 ag-1 -5, Cardio protect 4, CaV13 FRET inh -11, Peg3 prom inh 5, PDI inh -10 and HIF-2a block 6.
For Cc1cccc(NCc2nnc(-c3ccccc3)o2)c1C the results were MITF TRPM1 inh -13, Shn3 3UTR inh 12, m5-HT2A agonist -4, hiPSC survival -0.4, NR2E3 ag-1 -33, Cardio protect -10, CaV13 FRET inh -3, Peg3 prom inh -63, PDI inh 9, HIF-2a block -102 and NR2E3 ag-2 -2.
For CCOC(=O)c1sc(NC(=O)c2ccc3ncsc3c2)nc1C the results were Shn3 3UTR inh -46, m5-HT2A agonist 3, hiPSC survival -3.0, NR2E3 ag-1 -47, Cardio protect -22, CaV13 FRET inh -5, Peg3 prom inh -29, PDI inh -16, HIF-2a block -142 and NR2E3 ag-2 3.
COCCNC(=O)C(c1ccc(Cl)cc1)N(CCOC)C(=O)CCC(=O)Nc1ccccn1 (stereo not drawn) was read as MITF TRPM1 inh 0, Shn3 3UTR inh 0, m5-HT2A agonist -6, hiPSC survival 1.4, NR2E3 ag-1 -14, Cardio protect 3, CaV13 FRET inh -5, Peg3 prom inh -1, PDI inh -2, HIF-2a block 17 and NR2E3 ag-2 2.
For Cc1nn(-c2ccccc2)c(C)c1C(=O)OC(C)C(=O)NC1CCCCC1 (stereo not drawn) the results were MITF TRPM1 inh 11, Shn3 3UTR inh 83*, m5-HT2A agonist 10, hiPSC survival -0.2, NR2E3 ag-1 16, Cardio protect -6, CaV13 FRET inh -7, Peg3 prom inh 12, PDI inh -15 and HIF-2a block 16.
CCc1nn(CC(=O)NCCCN2CCc3ccccc3C2)c(=O)c2cc3sccc3n12 was read as MITF TRPM1 inh 14, Shn3 3UTR inh 11, m5-HT2A agonist -3, hiPSC survival 2.3, NR2E3 ag-1 1, Cardio protect 45, CaV13 FRET inh -3, Peg3 prom inh 13, HIF-2a block 18 and NR2E3 ag-2 -2.
NC(=S)c1cc2cc(Cl)ccc2oc1=O was read as Shn3 3UTR inh -4, m5-HT2A agonist 0, hiPSC survival -0.7, NR2E3 ag-1 -4, Cardio protect 14, CaV13 FRET inh -4, Peg3 prom inh 0, PDI inh 6, HIF-2a block 28 and NR2E3 ag-2 5.
CCC1CCCCN1CCCNC(=O)Cn1c2ccccc2c2nc(=O)cc(C)n21 (stereo not drawn) was read as MITF TRPM1 inh 1, Shn3 3UTR inh 14, m5-HT2A agonist 6, hiPSC survival -0.8, NR2E3 ag-1 -9, Cardio protect 2, CaV13 FRET inh -15, Peg3 prom inh 10, PDI inh 8, HIF-2a block 18 and NR2E3 ag-2 -3.
For COc1ccccc1CC(=O)NNC(=O)c1ccc(C(C)(C)C)cc1 the results were MITF TRPM1 inh -7, Shn3 3UTR inh 1, m5-HT2A agonist -7, hiPSC survival -0.3, NR2E3 ag-1 9, Cardio protect -4, Peg3 prom inh -12, PDI inh 8 and HIF-2a block -27.
CCOc1ccc(C(=O)COC(=O)Cc2n[nH]c(=O)c3ccccc23)cc1 was read as MITF TRPM1 inh 18, Shn3 3UTR inh 15, m5-HT2A agonist 12, hiPSC survival -0.5, NR2E3 ag-1 -32, Cardio protect 44, CaV13 FRET inh -15, Peg3 prom inh 13, PDI inh -9, HIF-2a block 6 and NR2E3 ag-2 1.
COc1ccccc1CNC(=O)Cn1c(=O)oc2cc(S(=O)(=O)N3CCCC3)ccc21 was read as MITF TRPM1 inh 3, Shn3 3UTR inh 34, m5-HT2A agonist -2, hiPSC survival 0.1, NR2E3 ag-1 -12, Cardio protect 3, CaV13 FRET inh -8, Peg3 prom inh 20, PDI inh 3, HIF-2a block 1 and NR2E3 ag-2 -3.
CC1(c2ccccc2)NC(=O)N(CC(=O)N2CCN(S(=O)(=O)c3cccc(C(F)(F)F)c3)CC2)C1=O (stereo not drawn) was read as MITF TRPM1 inh 6, Shn3 3UTR inh 8, m5-HT2A agonist 2, hiPSC survival 1.9, NR2E3 ag-1 -11, Cardio protect -4, CaV13 FRET inh -3, Peg3 prom inh 15, PDI inh 4 and HIF-2a block 16.
CCN1CCN(c2nnc(-c3ccccc3)c3ccccc23)CC1 was read as MITF TRPM1 inh 2, Shn3 3UTR inh 4, m5-HT2A agonist -4, hiPSC survival -0.8, NR2E3 ag-1 4, Cardio protect 3, CaV13 FRET inh -19, Peg3 prom inh 6, PDI inh -8, HIF-2a block 5 and NR2E3 ag-2 1.
For NCCCCC(N)c1cn([C@@H](CCC(=O)O)C(=O)N2CCNCC2)nn1 (stereo partly drawn) the results were MITF TRPM1 inh -1, Shn3 3UTR inh -18, m5-HT2A agonist -1, hiPSC survival 0.9, NR2E3 ag-1 -14, Cardio protect 2, CaV13 FRET inh -10, Peg3 prom inh -4, PDI inh -5, HIF-2a block 11 and NR2E3 ag-2 -2.
Screening CN(CCCOc1ccccc1F)Cc1ccccc1 returned MITF TRPM1 inh 9, Shn3 3UTR inh -2, m5-HT2A agonist -3, hiPSC survival -0.3, NR2E3 ag-1 -25, Cardio protect 3, CaV13 FRET inh -5, Peg3 prom inh 2, PDI inh 0, HIF-2a block -1 and NR2E3 ag-2 -1.
`COc1cc(/C=C2\SC(=O)N(c3ccc(O)cc3)C2=O)cc(OC)c1OC` gave MITF TRPM1 inh -3, Shn3 3UTR inh -5, m5-HT2A agonist 0, hiPSC survival 0.5, NR2E3 ag-1 -3, Cardio protect -6, CaV13 FRET inh 1, Peg3 prom inh -2, PDI inh 2, HIF-2a block -19 and NR2E3 ag-2 4.
Cn1cccc1C(=O)NC(=O)COC(=O)CNC(=O)CNC(=O)c1ccc(Cl)cc1Cl was read as MITF TRPM1 inh -1, Shn3 3UTR inh -12, m5-HT2A agonist -3, hiPSC survival -1.6, NR2E3 ag-1 -7, Cardio protect -7, CaV13 FRET inh -4, Peg3 prom inh 19, PDI inh 5, HIF-2a block 12 and NR2E3 ag-2 1.
For CC(=O)c1ccc(NC(=O)C(C)OC(=O)C2CCN(c3ccc(C(F)(F)F)cn3)CC2)cc1 (stereo not drawn) the results were MITF TRPM1 inh -10, Shn3 3UTR inh -6, m5-HT2A agonist -1, hiPSC survival 0.0, NR2E3 ag-1 -11, Cardio protect -2, Peg3 prom inh -9, PDI inh 6, HIF-2a block -15 and NR2E3 ag-2 0.
Screening CCC1CCCCN1CCCNC(=O)c1cn(C)c2ccc(S(=O)(=O)N(C)C3CCCCC3)cc2c1=O (stereo not drawn) returned MITF TRPM1 inh -9, Shn3 3UTR inh -12, m5-HT2A agonist -4, hiPSC survival 0.9, NR2E3 ag-1 17, Cardio protect -1, CaV13 FRET inh -3, Peg3 prom inh 11, PDI inh 4, HIF-2a block 13 and NR2E3 ag-2 4.
For CC(C)Cn1cnc2c(SCc3ccccc3Cl)nc(N)nc21 the results were MITF TRPM1 inh -18, Shn3 3UTR inh -14, m5-HT2A agonist -5, hiPSC survival -3.0, NR2E3 ag-1 -91, Cardio protect -14, CaV13 FRET inh -9, Peg3 prom inh -133, PDI inh -5 and HIF-2a block -190.
For CCOC(=O)c1c(C2CC2)csc1NC(=O)COC(=O)c1ccc[n+]([O-])c1 the results were MITF TRPM1 inh -2, Shn3 3UTR inh 8, m5-HT2A agonist 1, hiPSC survival 3.6, NR2E3 ag-1 -8, Cardio protect 1, CaV13 FRET inh -5, Peg3 prom inh -7, PDI inh -1, HIF-2a block 11 and NR2E3 ag-2 3.
O=C(NC1CCCCC1)c1ccccc1C(F)(F)F was read as MITF TRPM1 inh 1, Shn3 3UTR inh -8, m5-HT2A agonist 3, hiPSC survival -0.6, NR2E3 ag-1 -5, Cardio protect 8, CaV13 FRET inh -2, Peg3 prom inh 0, PDI inh -1, HIF-2a block -1 and NR2E3 ag-2 -3.
